Bioassay records as filed in PubChem BioAssay.
IDH1 R132H inh = inhibitors of IDH1 R132H reductase, primary screen, biochemical, plate reader, single point; AID 624101, 2012; 0.18% of 70,000 active; diaphorase/resazurin fluorescence, 60 min; inhibition, % at 10 µM; in the data active = inhibition above about 34%;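 note: 0% = DMSO and 100% = no enzyme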
PRC2 inh = EZH2/PRC2 methyltransferase inhibitors, primary screen, biochemical, DELFIA time-resolved fluorescence, single point; Histone-lysine N-methyltransferase EZH2 (Homo sapiens), Q15910; 0.35% of 57,000 active; inhibition, % at 12.5 µM; PRC2 H3K27 methylation, DELFIA TRF, 1 h;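 active = mean inhibition of replicates at least 50% and every single replicate also reaching 50%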;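 note: dimethyl H3K27 on biotinylated H3 21-44 peptide detected by antibody; plate controls were median neutral control wells for no effect and median positive control wells for full effect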
Target sequence (Q15910 whole entry, looked up): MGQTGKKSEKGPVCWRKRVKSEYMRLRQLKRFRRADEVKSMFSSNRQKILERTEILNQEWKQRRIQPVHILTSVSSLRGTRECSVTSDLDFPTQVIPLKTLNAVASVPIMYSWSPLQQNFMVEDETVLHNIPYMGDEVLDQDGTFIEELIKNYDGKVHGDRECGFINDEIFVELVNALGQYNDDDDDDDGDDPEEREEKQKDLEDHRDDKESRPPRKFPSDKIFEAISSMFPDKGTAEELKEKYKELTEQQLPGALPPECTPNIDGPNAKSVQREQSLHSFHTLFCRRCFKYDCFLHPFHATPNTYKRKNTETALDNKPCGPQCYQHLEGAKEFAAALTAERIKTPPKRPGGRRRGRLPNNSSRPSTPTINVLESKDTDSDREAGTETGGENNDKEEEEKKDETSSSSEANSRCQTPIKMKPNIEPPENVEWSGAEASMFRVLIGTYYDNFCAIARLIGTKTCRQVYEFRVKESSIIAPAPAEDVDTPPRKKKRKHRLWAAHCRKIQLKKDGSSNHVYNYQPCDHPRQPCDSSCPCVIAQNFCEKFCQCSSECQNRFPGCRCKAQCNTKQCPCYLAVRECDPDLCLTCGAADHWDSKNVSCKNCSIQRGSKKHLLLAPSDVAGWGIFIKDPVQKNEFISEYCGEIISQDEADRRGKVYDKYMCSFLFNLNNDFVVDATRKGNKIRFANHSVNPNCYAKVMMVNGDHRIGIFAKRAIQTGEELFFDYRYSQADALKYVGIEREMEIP
* marks the source's active call; other numbers are inactive results; / = no result given. Not all compounds are listed (hit frequency here may not be typical).

Molecule | IDH1 R132H inh | PRC2 inh
Cc1noc(C)c1NC(=O)Nc1ccc2c(c1)CC(=O)N([C@H](C)CO)C[C@H](C)[C@@H](CN(C)Cc1ccc(C(=O)O)cc1)O2 | 0.2 | /
O=C(C[C@H]1C[C@H]2c3cc(NS(=O)(=O)c4ccc(F)cc4)ccc3O[C@H]2[C@@H](CO)O1)NCC(F)(F)F | -0.9 | 6.0
COc1ccc(NC(=O)N(C)C[C@H]2Oc3c(NS(=O)(=O)c4c(C)noc4C)cccc3C(=O)N([C@@H](C)CO)C[C@H]2C)cc1 | -10.2 | /
CO[C@@H](CN(C)S(=O)(=O)c1cccc(Cl)c1)[C@H](C)CN([C@H](C)CO)S(=O)(=O)c1cccc(Cl)c1 | -0.3 | -6.9
C/C=C/c1ccc2c(c1)O[C@H](CN(C)CC1CCOCC1)[C@H](C)CN([C@H](C)CO)S2(=O)=O | -0.9 | 12.7
CC(C)NC(=O)N(C)C[C@@H]1Oc2ccc(NC(=O)C3CC3)cc2C(=O)N([C@@H](C)CO)C[C@@H]1C | 2.3 | 2.3
CO[C@H](CN(C)C(=O)c1cnccn1)[C@@H](C)CN([C@@H](C)CO)S(=O)(=O)c1ccccc1 | 0.2 | 2.0
C[C@@H]1CN([C@H](C)CO)C(=O)c2cc(NC(=O)C3CCCCC3)ccc2O[C@@H]1CN(C)CC1CC1 | -0.3 | /
Cc1ccc(OCC(=O)NCc2ccco2)cc1C | -0.4 | 6.1
Cc1ccc(S(=O)(=O)N(C)C[C@@H]2Oc3cc(C#Cc4ccccc4)ccc3S(=O)(=O)N([C@@H](C)CO)C[C@@H]2C)cc1 | 0.0 | /
C/C=C/c1ccc2c(c1)O[C@@H](CN(C)C)[C@H](C)CN([C@@H](C)CO)S2(=O)=O | -1.3 | 2.2
C[C@@H]1CN([C@H](C)CO)C(=O)Cc2cc(NC(=O)CCCCCC(=O)Nc3ccccc3N)ccc2O[C@@H]1CN(C)Cc1ccc(Cl)c(Cl)c1 | / | -23.5
C[C@H]1CN([C@@H](C)CO)C(=O)CCCn2cc(nn2)CO[C@H]1CN(C)C(=O)C1CC1 | -0.7 | -3.6
COc1ccc(NC(=O)N(C)C[C@H]2Oc3c(NC(=O)Nc4ccccc4)cccc3C(=O)N([C@@H](C)CO)C[C@H]2C)cc1 | -0.5 | -7.8
C[C@@H]1CN([C@H](C)CO)C(=O)c2cccc(N(C)C)c2O[C@@H]1CN(C)Cc1ccc(-c2ccccc2)cc1 | -2.1 | 2.3
CN1CCN(C(=O)C[C@H]2C=C[C@@H](NS(=O)(=O)c3cccc(F)c3)[C@@H](CO)O2)CC1 | 0.7 | 29.1
O=C(C[C@H]1CC[C@H](NC(=O)Nc2cccc(F)c2)[C@@H](CO)O1)NCC1CC1 | 0.4 | -10.4
C[C@@H]1CCCCO[C@@H](CN(C)S(=O)(=O)c2ccc(F)cc2)[C@H](C)CN([C@H](C)CO)C(=O)c2cc(NS(=O)(=O)c3ccccc3)ccc2O1 | -1.1 | /
CC(C)NC(=O)N(C)C[C@@H]1Oc2c(NC(=O)c3nc4ccccc4s3)cccc2C(=O)N([C@H](C)CO)C[C@@H]1C | -3.8 | /
O=C(C[C@H]1C[C@@H]2c3cc(NS(=O)(=O)c4ccc(F)cc4)ccc3O[C@@H]2[C@@H](CO)O1)NCc1ccccc1F | -0.9 | 2.3

Next section
Molecule | IDH1 R132H inh | PRC2 inh
C[C@H]1CN([C@@H](C)CO)C(=O)Cc2cc(N(C)C)ccc2O[C@@H]1CN(C)CC1CC1 | 1.2 | -7.8
CCC(=O)N[C@@H]1CC[C@@H](CCn2cc(CN(C)C)nn2)O[C@@H]1CO | -0.3 | 1.8
C[C@@H]1CCCCO[C@@H](CN(C)C(=O)c2ccncc2)[C@H](C)CN([C@H](C)CO)C(=O)c2cc(NC(=O)c3ccncc3)ccc2O1 | 2.7 | /
C[C@H](CO)N1C[C@H](C)[C@@H](CN(C)CC2CCCCC2)Oc2ccc(NC(=O)CCN3CCOCC3)cc2CC1=O | 0.0 | /
CC(C)(C)c1ccc(S(=O)(=O)NCCC(=O)O)cc1 | -0.4 | 1.3
COCC#Cc1ccc2c(c1)O[C@@H](CN(C)CC1CCCC1)[C@H](C)CN([C@H](C)CO)S2(=O)=O | -2.2 | 19.7
COc1ccc(NC(=O)C(=O)NCC(=O)Nc2ccc(OC)c(Cl)c2)cc1 | 0.5 | 14.5
CO[C@H]1CN(C)C(=O)c2ccc(NS(C)(=O)=O)cc2OC[C@H](C)N(C(=O)C2CCCC2)C[C@H]1C | 0.0 | -13.9
COc1cccc(S(=O)(=O)Nc2ccc3c(c2)[C@@H]2C[C@H](CC(=O)NCc4cccc(F)c4)O[C@H](CO)[C@@H]2O3)c1 | -0.4 | -30.1
COc1ccc(CNC(=O)C[C@@H]2C=C[C@@H](NC(=O)c3cccc(F)c3)[C@H](CO)O2)cc1 | -0.1 | -3.5
Cc1cccc(S(=O)(=O)N(C)C[C@H]2OCc3ccccc3-c3ccccc3C(=O)N([C@H](C)CO)C[C@@H]2C)c1 | -5.8 | -3.5
C[C@H](CO)N1C[C@H](C)[C@H](CN(C)C(=O)Cc2ccccc2)OCCCC[C@H](C)Oc2ccc(NS(C)(=O)=O)cc2C1=O | -1.3 | 3.0
CO[C@H]1CN(C)C(=O)c2ccc(NC(=O)c3ccccc3F)cc2OC[C@@H](C)N(C)C[C@H]1C | / | 11.1
COCC#Cc1cnc2c(c1)C(=O)N([C@@H](C)CO)C[C@@H](C)[C@H](CN(C)C(=O)Nc1c(C)noc1C)O2 | / | 1.2
CC(C)NC(=O)N(C)C[C@H]1OCCCC[C@H](C)Oc2ccc(NC(=O)Cc3ccccc3)cc2C(=O)N([C@@H](C)CO)C[C@H]1C | 0.6 | -3.8
CO[C@H]1CN(C)C(=O)c2cc(NC(=O)c3cccc(Oc4ccccc4)c3)ccc2OC[C@H](C)NC[C@@H]1C | 0.1 | -15.0
C[C@@H]1CN([C@H](C)CO)C(=O)c2cc(C#Cc3ccccc3)cnc2O[C@@H]1CN(C)C(=O)c1ccccc1F | / | 9.9
O=C(C[C@H]1C=C[C@H](NC(=O)Cc2ccccn2)[C@@H](CO)O1)NCCc1ccncc1 | 0.3 | 10.6
CCCC(=O)Nc1ccc2c(c1)C(=O)N(C)C[C@@H](OC)[C@H](C)CN(Cc1ccc(-c3ccccn3)cc1)[C@@H](C)CO2 | -0.6 | -5.7
COc1ccccc1NC(=O)CSc1ncn(-c2ccccc2)n1 | -0.1 | 3.7

Single records (already shown). Values in the order: IDH1 R132H inh	PRC2 inh
Shown for Cc1cccc(S(=O)(=O)N(C)C[C@H]2OCc3ccccc3-c3ccccc3C(=O)N([C@H](C)CO)C[C@@H]2C)c1 : -5.8	-3.5
Shown for C[C@@H]1CN([C@H](C)CO)C(=O)c2cc(C#Cc3ccccc3)cnc2O[C@@H]1CN(C)C(=O)c1ccccc1F : /	9.9
Shown for CO[C@H]1CN(C)C(=O)c2ccc(NS(C)(=O)=O)cc2OC[C@H](C)N(C(=O)C2CCCC2)C[C@H]1C : 0.0	-13.9
Shown for C[C@H](CO)N1C[C@H](C)[C@@H](CN(C)CC2CCCCC2)Oc2ccc(NC(=O)CCN3CCOCC3)cc2CC1=O : 0.0	/
Shown for CC(C)(C)c1ccc(S(=O)(=O)NCCC(=O)O)cc1 : -0.4	1.3

(cont.)
Molecule | IDH1 R132H inh | PRC2 inh
CNC[C@@H]1Oc2ccc(NC(=O)CCC(F)(F)F)cc2C(=O)N([C@@H](C)CO)C[C@@H]1C | 1.8 | 5.4
C[C@H]1CN([C@@H](C)CO)C(=O)c2cc(NC(=O)C3CC3)ccc2O[C@H]1CN(C)Cc1ccccc1 | 2.4 | -1.8
CO[C@H]1CN(C)C(=O)c2ccc(NS(C)(=O)=O)cc2OC[C@@H](C)N(C(=O)CN(C)C)C[C@H]1C | 0.3 | 7.6
O=C(C[C@@H]1CC[C@@H](NC(=O)c2ccccc2)[C@@H](CO)O1)NCCc1ccncc1 | -0.1 | -2.7
O=C(C[C@@H]1CC[C@H](NC(=O)CN2CCOCC2)[C@@H](CO)O1)NCCc1ccncc1 | 0.1 | 16.9
C[C@H](CO)N1C[C@H](C)[C@@H](CN(C)C(=O)NC2CCCCC2)Oc2cc(-c3cccnc3)ccc2S1(=O)=O | 0.4 | /
COC(Cn1c(SCC(=O)c2cccc(C(F)(F)F)c2)nnc1-c1ccc(Cl)cc1)OC | -0.3 | -5.4
CO[C@@H]1CN(C)C(=O)c2ccc(NS(=O)(=O)c3ccc(C)cc3)cc2OC[C@@H](C)N(Cc2ccccn2)C[C@H]1C | 2.2 | -5.3
Cc1ccc(S(=O)(=O)N(C)C[C@H]2Oc3ccc(NS(=O)(=O)c4ccc(Cl)cc4)cc3C(=O)N([C@@H](C)CO)C[C@@H]2C)cc1 | 0.0 | /
CO[C@H]1CN(C)C(=O)c2ccc(NS(C)(=O)=O)cc2OC[C@@H](C)N(C(=O)C2CCC2)C[C@H]1C | 0.1 | -16.2
O=C(C[C@@H]1C=C[C@H](NC(=O)C2CCC2)[C@H](CO)O1)Nc1nccs1 | 0.2 | 1.4
O=C(Nc1ccc(Cl)cc1)N[C@H]1CC[C@@H](CCn2cc(-c3ccccc3F)nn2)O[C@@H]1CO | 0.2 | 1.2
COc1cccc(C(=O)Nc2ccc3c(c2)C(=O)N(C)C[C@@H](OC)[C@H](C)CN(CC2CC2)[C@@H](C)CO3)c1 | -0.3 | -7.4
O=C(O)C1C2C=CC(O2)C1C(=O)Nc1ccc(S(=O)(=O)N2CCc3ccccc32)cc1 (stereo not drawn) | 0.7 | -0.4
COC(=O)Cn1c2c(c3cc(C)ccc31)CCCC2 | -0.3 | 16.6
C[C@@H]1CN([C@H](C)CO)C(=O)c2cc(NC(=O)C3CCCCC3)ccc2O[C@@H]1CN(C)Cc1ccc(C(=O)O)cc1 | 0.6 | /
COc1ccc(NC(=O)Nc2ccc3c(c2)C(=O)N([C@@H](C)CO)C[C@H](C)[C@@H](CN(C)Cc2ccccc2)OCCCC[C@@H](C)O3)cc1 | 1.1 | /
COC(=O)C[C@H]1C[C@@H]2c3cc(NC(=O)c4ccc5c(c4)OCO5)ccc3O[C@@H]2[C@H](CO)O1 | 0.0 | 0.2
CO[C@H]1CN(C)C(=O)c2cc(NC(C)=O)ccc2OC[C@@H](C)N(C(=O)c2cccnc2)C[C@@H]1C | 0.1 | -1.9
C[C@H]1CN([C@@H](C)CO)C(=O)c2cc(NC(=O)Cc3cn(C)c4ccccc34)ccc2O[C@H]1CN(C)C(=O)NC1CCCCC1 | -14.7 | -3.2

Carrying on.
Molecule | IDH1 R132H inh | PRC2 inh
C[C@H]1CN([C@@H](C)CO)C(=O)c2cccc(NC(=O)Nc3ccccc3)c2O[C@H]1CN(C)Cc1ccccc1 | -1.3 | 12.6
Oc1ccc(-c2c(-c3ccccc3)nn3c(C(F)(F)F)cc(C(F)(F)F)nc23)cc1 | -0.9 | -20.6
CO[C@@H]1CN(C)C(=O)c2ccc(NC(C)=O)cc2OC[C@H](C)N(Cc2cc(F)ccc2F)C[C@@H]1C | 0.6 | -9.0
CNC[C@@H]1OCCCC[C@H](C)Oc2ccc(NS(=O)(=O)c3ccc(F)cc3)cc2C(=O)N([C@@H](C)CO)C[C@@H]1C | 1.1 | -5.7
C[C@H](CO)N1C[C@H](C)[C@H](CN(C)C(=O)c2cnccn2)Oc2ncc(C#Cc3ccccn3)cc2C1=O | -0.2 | /
Cc1noc(C)c1NC(=O)Nc1cccc2c1O[C@H](CN(C)S(C)(=O)=O)[C@H](C)CN([C@@H](C)CO)C2=O | 0.8 | /
COc1ccccc1S(=O)(=O)N[C@@H]1CC[C@H](CCNC(=O)C2CCCCC2)O[C@H]1CO | -0.2 | -5.8
C[C@@H]1CN([C@@H](C)CO)C(=O)c2cc(NC(=O)CCN3CCOCC3)ccc2O[C@@H]1CN(C)Cc1ccc(C(=O)O)cc1 | 1.6 | /
COc1ccc(NC(=O)N(C)C[C@@H]2OCCCC[C@H](C)Oc3ccc(NC(=O)CCC(F)(F)F)cc3C(=O)N([C@H](C)CO)C[C@@H]2C)cc1 | 0.7 | /
Cc1ccc(S(=O)(=O)Nc2ccc3c(c2)C(=O)N([C@@H](C)CO)C[C@@H](C)[C@H](CN(C)C(=O)Nc2c(C)noc2C)OCCCC[C@@H](C)O3)cc1 | 1.3 | /
CCC(=O)Nc1ccc2c(c1)OC[C@@H](C)N(C(=O)Cc1cccnc1)C[C@@H](C)[C@@H](OC)CN(C)C2=O | -0.1 | 0.3
O=C(C[C@H]1CC[C@H](NC(=O)Nc2cc(F)ccc2F)[C@@H](CO)O1)NCc1ccncn1 | 0.5 | -8.4
COc1ccc(S(=O)(=O)N[C@@H]2CC[C@@H](CCn3cc(C(C)C)nn3)O[C@H]2CO)cc1 | -0.1 | 3.2
COCC(=O)Nc1ccc2c(c1)[C@H]1C[C@@H](CC(=O)NCc3ccc4c(c3)OCO4)O[C@H](CO)[C@H]1O2 | 0.4 | 2.5
C[C@@H]1CN([C@@H](C)CO)C(=O)c2cccc(NS(=O)(=O)c3ccccc3)c2O[C@@H]1CN(C)Cc1ccc(C(F)(F)F)cc1 | 1.7 | -11.4
CNC[C@@H]1Oc2ccc(NC(=O)Nc3c(C)noc3C)cc2CC(=O)N([C@H](C)CO)C[C@H]1C | 2.2 | 1.2
COc1ccc(-c2cn(CC[C@@H]3CC[C@@H](NC(=O)NC(C)C)[C@@H](CO)O3)nn2)cc1 | -0.4 | 9.6
O=C(C[C@H]1C[C@H]2c3cc(NS(=O)(=O)c4ccccc4)ccc3O[C@H]2[C@@H](CO)O1)NC1CCCCC1 | 0.1 | 4.1
COc1ccc(CN(C)C[C@H]2Oc3c(NS(=O)(=O)c4c(C)noc4C)cccc3C(=O)N([C@H](C)CO)C[C@H]2C)cc1 | 1.4 | /
